# Eya2 phos inh – blocks the phosphatase activity of human Eya2. recombinant Eya2, OMFP fluorescence dephosphorylation (OMFP is methylfluorescein phosphate). Potency, µM (top dose mostly 76.9 µM), inactives show at the highest dose activity, negative = inhibition, most hits filed as inhibitors. 330,000 tested, 0.006% active; further: potency means the concentration at half of the fitted maximal effect; on the % scale 0 is the no-effect control and ±100 the full control effect
# Target sequence (O00167 whole entry, looked up): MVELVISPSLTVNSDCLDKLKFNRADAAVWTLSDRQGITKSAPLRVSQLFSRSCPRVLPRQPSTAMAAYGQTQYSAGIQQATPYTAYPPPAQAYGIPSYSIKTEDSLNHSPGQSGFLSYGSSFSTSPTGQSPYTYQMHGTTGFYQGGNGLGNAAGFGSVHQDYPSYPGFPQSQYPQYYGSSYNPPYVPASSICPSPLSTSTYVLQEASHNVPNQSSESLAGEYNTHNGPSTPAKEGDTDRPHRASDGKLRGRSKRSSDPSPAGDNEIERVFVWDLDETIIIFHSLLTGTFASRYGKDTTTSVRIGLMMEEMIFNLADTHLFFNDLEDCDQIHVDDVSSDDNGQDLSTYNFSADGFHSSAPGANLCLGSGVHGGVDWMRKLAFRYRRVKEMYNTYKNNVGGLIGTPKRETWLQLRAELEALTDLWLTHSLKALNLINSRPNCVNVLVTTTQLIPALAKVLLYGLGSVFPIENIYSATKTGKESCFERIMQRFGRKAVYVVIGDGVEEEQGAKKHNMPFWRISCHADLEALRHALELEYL
#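 Eya2 (0.2 uM) preincubated 10 min at ambient with compound, then OMFP substrate added at 50 uM; 10 min reaction in 50 mM HEPES pH 7.5, 50 mM NaCl, 5 uM MgCl2, 0.05% BSA, 1 mM DTT. Fluorescence read at Ex 485/Em 525 nm.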
# TSHR antagonist – antagonists of human thyroid stimulating hormone receptor | 330,000 tested, 0.2% active | AID 504810 | TSHR-expressing cells, TSH-stimulated cAMP HTRF, 2 h; active compounds read low | activity change, negative = inhibition, % at 11.5 µM;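 active means activity change below a set negative limit, meaning inhibition stronger than a set level, cut at about -70% in these data; inconclusive means activity change between two set negative limits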; further: on the % scale 0 is the no-effect control and ±100 the full control effect
#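 TSHR-expressing cells were treated with compounds, then stimulated with TSH at EC80 (4nM final) for 2 hours at 37 deg C. Cellular cAMP was measured by HTRF competition between lysate cAMP and cAMP-d2 for a cryptate-labelled anti-cAMP antibody.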
# TCR act – activates T cell receptor signaling; 330,000 tested, under 10 active; Potency, µM (top dose mostly 9.22 µM), inactives show at the top dose activation of IL-2 secretion, hits mostly activators; primary human leukocytes, anti-CD3, IL-2 HTRF, 48 h; further: % of control where 0% means no effect
#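 IL-2 release read by HTRF sandwich (Eu cryptate donor, d2 acceptor, 665 nm emission) after 48 hr exposure of primary human leukocytes to compound together with anti-CD3 beads in the absence of co-stimulatory signals.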
# ELG1 DNA repair – inhibitors of ELG1-dependent DNA repair in HEK293T cells; HEK293T ELG1-luciferase reporter, luminescence, 16 h; DNA damage induced by 5-fluorouridine; Potency, µM (titrated, usually from 46.1 µM), without a hit: top-dose activity change, negative = inhibition, most hits filed as inhibitors; 330,000 tested, 2.3% active; AID 504467; further: potency means the concentration at half of the fitted maximal effect; on the % scale 0 is the no-effect control and ±100 the full control effect; nearly all actives have a fitted effect of over 55% in size
#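 Reporter activity after DNA damage by 5-fluorouridine is monitored. Compound-treated cells incubate 16 hr at 37 °C, then ONE-Glo is added for 30 min before luminescence reading.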
# S-ASM inh – inhibitors of human secretory acid sphingomyelinase; P17405; placental ASM, HMU-PC fluorogenic substrate, 60 min; Potency, µM (top dose mostly 57.5 µM), for the others: at the top dose activity change, negative = inhibition, most hits filed as inhibitors; 340,000 tested, 0.006% active; AID 504937; further: potency means the concentration at half of the fitted maximal effect
#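 HMU-PC0 cleavage (9 uM final) by human placental ASM, 60 min at 37 °C following 10 min compound exposure at RT; stopped at pH 10, fluorescence Ex 386/Em 447 nm.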
# Chronic BCR inh – inhibitors of chronic active B-cell receptor signaling; ABC-DLBCL IkBa-CBG/CBR reporter, luminescence ratio, 4 h; AID 493014; 340,000 tested, 0.05% active; Potency, µM (titrated, usually from 46.1 µM), without a hit: at the top dose ratio change, negative = lower green/red ratio, usual class: inhibitors; active means well fitted inhibition curve with a large enough effect in the signal ratio, with a control signal flat, not every such curve was filed as active; inconclusive means small, poorly fitted or top-dose-only effect, or effect the other way, or a change in a side signal; the % refers to the signal ratio;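 further: potency means the concentration at half of the fitted maximal effect; plate controls were basal doxycycline-induced cells for no effect and cells given 10 µM MG132 for full effect; MG132 reads +100%, hits lower the ratio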
#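 Compounds up to 46 uM were incubated four hours with TMD8 cells whose green CBG68 luciferase is fused to IkappaBalpha; red CBR luminescence normalised the signal, and concentration-effect curves were fitted to fusion, red and ratio data.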
# Tb PFK block – blocks T. brucei phosphofructokinase; O15648; T. brucei PFK, ADP-Glo luminescence; Potency, µM (series often up to 57.5 µM), for the others: at the highest dose activity, negative = inhibition, most hits filed as inhibitors; 330,000 tested, 0.17% active; AID 485367;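 further: potency means the concentration at half of the fitted maximal effect; 0% = uninhibited 1x PFK enzyme wells and -100% = no-enzyme wells; nearly all actives have a fitted effect of over 60% in size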
# Target sequence (O15648 whole entry, looked up): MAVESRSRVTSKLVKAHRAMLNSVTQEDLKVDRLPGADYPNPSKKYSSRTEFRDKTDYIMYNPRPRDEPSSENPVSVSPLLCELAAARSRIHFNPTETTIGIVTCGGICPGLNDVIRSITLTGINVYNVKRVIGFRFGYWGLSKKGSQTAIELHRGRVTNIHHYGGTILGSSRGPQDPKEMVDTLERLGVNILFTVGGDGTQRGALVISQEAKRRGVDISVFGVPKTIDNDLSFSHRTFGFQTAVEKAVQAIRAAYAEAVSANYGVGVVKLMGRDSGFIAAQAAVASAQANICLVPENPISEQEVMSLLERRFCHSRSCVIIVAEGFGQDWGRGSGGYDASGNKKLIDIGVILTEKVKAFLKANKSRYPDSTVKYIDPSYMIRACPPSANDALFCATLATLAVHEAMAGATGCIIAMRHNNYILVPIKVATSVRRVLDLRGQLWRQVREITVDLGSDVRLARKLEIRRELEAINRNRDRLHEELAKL
#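 ADP-Glo luminescence quantified ADP after 45 min at room temperature, with 1.25 nM T. brucei PFK, 0.1 mM ATP and 0.5 mM fructose-6-phosphate in pH 8.0 TEA buffer. qHTS titrations up to 57 µM; curves classified by quality.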
# AT treatment – potential ataxia-telangiectasia treatment. […] A-T fibroblasts, KAP-1 phosphorylation AlphaLISA; neocarzinostatin DNA damage 30 min before lysis. Potency, µM (highest dose often 57.5 µM), without a hit: top-dose activation, actives largely listed as activators. 320,000 tested, 0.19% active; further: potency means the concentration at half of the fitted maximal effect; % of control where 0% means no effect; nearly all actives have a fitted effect of over 45% in size
#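 ATM-like activity read as KAP-1 phosphorylation via AlphaLISA donor/acceptor antibody pairs after lysis and 6 hr at 25C. Cells were ATM-null patient fibroblasts ([…], hTERT), dosed 60 min, then exposed to the DSB inducer NCS for 30 min.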
# Mito fusion act – blocks mitochondrial division or promotes mitochondrial fusion | S. cerevisiae fusion-defective mutant growth rescue, CellTiterGlo 48 h | Potency, µM (highest dose often 46.1 µM), for inactives: top-dose growth rescue (activation), most hits filed as activators | 320,000 tested, 0.23% active;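 further: potency means the concentration at half of the fitted maximal effect; % of control where 0% means no effect; nearly all actives have a fitted effect of over 45% in size; temperature-sensitive fusion mutants such as fzo1-1 at 37 °C on non-fermentable ethanol glycerol medium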
#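 Yeast fusion mutant, YPEG (non-fermentable carbon), compound, 48 h at 37C non-permissive; CellTiterGlo added, 10 min RT, luminescence read. Rescued growth = division inhibition.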
# PTAP TSG101 blk – blocks PTAP/TSG101 interaction to inhibit HIV-1 budding; Q99816; Fluorescence polarization, FITC-PTAP peptide / Tsg101 binding; Potency, µM (titrated, usually from 115 µM), inactives show top-dose activity change, negative = inhibition, most hits filed as inhibitors; 340,000 tested, under 10 active; AID 493005; active means well fitted inhibition curve with a large enough effect in the main read-out, with a control signal flat, not every such curve was filed as active; inconclusive means small, poorly fitted or top-dose-only effect, or effect the other way, or a change in a side signal; inactive means no such curve, though single readings can be large or run the other way; further: potency means the concentration at half of the fitted maximal effect; % of control where 0% means no effect
#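 FP read-out: FITC-PTAP peptide, 50 nM final, binding Tsg101 binding domain, 10 uM final; 20 min, r.t.; 10 mM HEPES pH 7.5, 0.15 M NaCl, 0.01% Tween 20, 3 mM EDTA, 0.1 mM TCEP.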
# a7 integrin act – activators of alpha7 integrin expression for muscular dystrophy | alpha7betagal myoblasts, beta-gal FDG fluorescence, 48 h | Potency, µM (highest dose often 38.3 µM), without a hit: at the highest dose activation, hits mostly activators | 350,000 tested, 0.064% active;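 further: potency means the concentration at half of the fitted maximal effect; 100% = response of the positive control SU9516; nearly all actives have a fitted effect of over 60% in size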
#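 alpha7betagal+/- myoblasts (passage 13, 250/well) treated 48 h at 37C with compounds at 1:260 dilution of DMSO stock. Lysed, then beta-galactosidase activity read as FDG fluorescence (ex 480/em 540) after 30 min, with pre-read for autofluorescence.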
# The depositor's hits bear a star; ? = inconclusive; . = no result given; [ ] = remark or other dose. Unless noted, the call rests on the fitted dose curve; in most records, active means well fitted curve in the direction sought with a large enough effect; inconclusive means small, poorly fitted or top-dose-only effect, or another doubt; inactive means no such curve, though single readings can be large; an effect the other way counts as inactive or inconclusive.
item	compound	Eya2 phos inh	TSHR antagonist	TCR act	ELG1 DNA repair	S-ASM inh	Chronic BCR inh
1	CCOC(=O)c1cc(-c2ccc(OC)cc2)n(CCC(=O)NCCN2CCC(C)CC2)c1C	14%	-5	-4%	2%	-3%	1%
2	CC(C)Cn1c(=S)[nH]c2ccccc2c1=O	-8%	-12	-1%	5%	4%	-12%
3	O=C(Nc1cccc(F)c1)N1CC=C(n2c(=O)[nH]c3ccccc32)CC1	-2%	4	7%[46.1 µM]	?	-1%	3%
4	N/C(=N\OC(=O)Cc1ccc([N+](=O)[O-])cc1)c1cccc(Br)c1	5%	-10	2%	-10%	-4%	?
5	COc1ccc2[nH]cc(CCNS(=O)(=O)c3ccc(NC(C)=O)cc3)c2c1	-20%	-1	5%	?	1%	5%
6	COc1ccc(/C=C2\SC(=O)N(CC(=O)NNC(=O)c3ccccc3O)C2=O)cc1OC	4%	1	-1%[46.1 µM]	?	5%	2%
7	O=C(NNS(=O)(=O)c1ccccc1)c1ccncc1	-4%	4	8%	21%	1%	-1%
8	Cc1ccccc1C(=O)N/C(=C/c1ccc(-c2cccnc2Cl)o1)C(=O)NCCCN1CCN(C)CC1	-23%	1	2%	11%	117%[activator]	-14%
9	CC1(C)CC(=O)C=C(Nc2ccc(F)cc2F)C1	-2%[15.4 µM]	-7	2%	-5%	3%	-8%
10	Cc1[nH]c2ccccc2c1SCCNC(=O)c1ccc(Br)o1	-3%	10	0%[46.1 µM]	?	-10%	?
11	CSCCC(NC(=O)COc1ccccc1)C(=O)OCC(=O)c1cc2ccccc2o1 (centres undefined)	-5%	6	-2%	14%	-1%	?
12	CCOc1cccc2sc(N(CCN(C)C)C(=O)c3ccc4c(c3)OCCO4)nc12	5%	22	-2%	-20%	-3%	2%

item	Tb PFK block	AT treatment	Mito fusion act	PTAP TSG101 blk	a7 integrin act
1	-4%	2%	-5%	0%	-63%[inhibitor]
2	-5%	-1%	-3%	-4%	4%
3	4%	11%	2%	-2%	-17%
4	4%	5%	11%	-2%	?
5	-1%	3%	1%	-9%	-14%
6	?	5%	1%	3%	-4%
7	-1%	-4%	-6%	-3%	20%
8	-1%	-2%	1%	-4%	-52%[inhibitor]
9	1%	15%	4%	0%	-1%
10	-8%	-1%	?	-1%	30%
11	0%	-2%	0%	1%	7%
12	-3%	19%	-4%	.	0%

# 4 records drawn at random from those above:
item	compound	Eya2 phos inh	TSHR antagonist	TCR act	ELG1 DNA repair	S-ASM inh	Chronic BCR inh
12	CCOc1cccc2sc(N(CCN(C)C)C(=O)c3ccc4c(c3)OCCO4)nc12	5%	22	-2%	-20%	-3%	2%
4	N/C(=N\OC(=O)Cc1ccc([N+](=O)[O-])cc1)c1cccc(Br)c1	5%	-10	2%	-10%	-4%	?
5	COc1ccc2[nH]cc(CCNS(=O)(=O)c3ccc(NC(C)=O)cc3)c2c1	-20%	-1	5%	?	1%	5%
3	O=C(Nc1cccc(F)c1)N1CC=C(n2c(=O)[nH]c3ccccc32)CC1	-2%	4	7%[46.1 µM]	?	-1%	3%

item	Tb PFK block	AT treatment	Mito fusion act	PTAP TSG101 blk	a7 integrin act
12	-3%	19%	-4%	.	0%
4	4%	5%	11%	-2%	?
5	-1%	3%	1%	-9%	-14%
3	4%	11%	2%	-2%	-17%

# Next compounds.
item	compound	Eya2 phos inh	TSHR antagonist	TCR act	ELG1 DNA repair	S-ASM inh	Chronic BCR inh
13	CN1CCC(=O)N(CCSc2ccc(Br)cc2)CC1	9%	7	-1%	?	-1%	-2%
14	CCNc1sc(C(=O)c2cccs2)c(N)c1C#N	-1%	-1	4%	-9%	-14%	11%
15	COc1ccc(C(=O)N(NC(=O)Oc2ccccc2)C(C)(C)C)cc1	-2%	65	-8%[46.1 µM]	-2%	2%	0%
16	COc1ccc(-c2nc(CS(=O)CC(=O)NC3CCC(C)CC3)c(C)o2)cc1OC (centres undefined)	-4%	9	-1%	?	0%	-1%
17	CC(C)Oc1ccc(C(=O)Nc2ccc(Cl)c(S(=O)(=O)Nc3ccc(Cl)cc3)c2)cc1	9%	-45	0%[46.1 µM]	?	-14%	?
18	O=C(NC1CCCCC1)C(c1ccc(F)cc1)N(Cc1ccccc1)C(=O)CN1C(=O)c2ccccc2S1(=O)=O (centres undefined)	4%	34	-5%[46.1 µM]	13%	0%	0%
19	COC(=O)Cc1c(C)c2ccc(OCC(C)=O)c(C)c2oc1=O	-3%	19	-4%	?	12%	?
20	COc1cc2c(cc1OC)CN(C(=O)CSc1nnc(C)s1)CC2	14%	20	6%	7%	8%	0%
21	Cc1nn(CCO)c2c1C(=O)CCC2	5%	6	2%[46.1 µM]	1%	3%	1%
22	CSCCC1C(C#N)=C(N)Oc2n[nH]c(-c3cccs3)c21 (centres undefined)	20%	-11	-2%	2%	-2%	-2%
23	COc1ccc(NC2CCCN(C(=O)CCOc3ccccc3)C2)cc1 (centres undefined)	7%	4	0%	-10%	3%	9%
24	O=C(N=C1SC2CS(=O)(=O)CC2N1Cc1ccc(F)cc1)C1CCCO1 (centres undefined)	0%	-4	6%	9%	4%	6%

item	Tb PFK block	AT treatment	Mito fusion act	PTAP TSG101 blk	a7 integrin act
13	-8%	-6%	-17%	-3%	-6%
14	-7%	1%	8%	0%	4%
15	0%	8%	0%	-2%	18%
16	2%	-24%	-6%	-6%	-24%
17	-2%	1%	12%	1%	-54%[inhibitor]
18	-1%	3%	0%	-10%	?
19	5%	-6%	-4%	0%	-12%
20	0%	-1%	1%	-9%	16%
21	-3%	1%	2%	0%	-7%
22	-2%	-4%	-3%	0%	-21%
23	-6%	-2%	0%	4%	16%
24	1%	-1%	-1%	-1%	2%

# Going on with the list.
item	compound	Eya2 phos inh	TSHR antagonist	TCR act	ELG1 DNA repair	S-ASM inh	Chronic BCR inh
25	Cc1cccc(NS(=O)(=O)c2cc(C(=O)N3CCc4ccccc4C3)ccc2Cl)c1C	-14%	-8	16%	?	-14%	4%
26	CS(=O)(=O)N(CC(=O)NCCC1=CCCCC1)c1cccc([N+](=O)[O-])c1	3%	-13	-2%	-11%	1%	0%
27	CCOc1cccc(C2C(C#N)=C(N)Oc3cc(C)oc(=O)c32)c1OCC (centres undefined)	5%	2	-5%	-2%	-2%	7%
28	CC(C)/C=N\NC(=O)CCCCC(=O)N/N=C/C(C)C	1%	4	-2%[46.1 µM]	9%	5%	?
29	CC(=O)Nc1ccccc1NC(=O)CN(C)S(=O)(=O)c1ccc(C)cc1	9%	0	-1%	20%	5%	?
30	CC(C)[C@H]1COCCS(=O)(=O)N1Cc1ccccc1-c1ccccc1	-1%	-8	-4%[46.1 µM]	-11%	-3%	5%
31	O=C(CNC(=O)c1cncc(Br)c1)Nc1ccc(F)c(F)c1F	14%	2	-9%	-4%	2%	-4%
32	COCc1cc(Sc2ccc(Br)cc2)nc(-c2ccccc2)n1	-18%	-7	-5%	1%	-8%	4%
33	O=C(COC(=O)c1ccc(CO)cc1)Nc1ccc(OC(F)F)cc1	-2%	3	5%	1%	-2%	-3%
34	O=C(O)c1cccc(N2C(=O)CSC2=S)c1	-5%	-7	0%	?	0%	?
35	COc1ccccc1COCC(O)CNCC1(N2CCCCC2)CCCCC1 (centres undefined)	13%	-6	5%	-15%	3%	?

item	Tb PFK block	AT treatment	Mito fusion act	PTAP TSG101 blk	a7 integrin act
25	3%	2%	20%	-7%	-15%
26	2%	3%	3%	-2%	0%
27	2%	6%	2%	-4%	1%
28	-6%	-2%	1%	-12%	-12%
29	-9%	3%	-2%	-6%	9%
30	2%	12%	.	-5%	3%
31	-5%	5%	-1%	1%	16%
32	1%	12%	0%	-9%	2%
33	2%	1%	3%	1%	14%
34	23%	-5%	1%	-1%	-16%
35	-7%	6%	-8%	3%	-1%

# Source: PubChem
